Screening results from PubChem BioAssay.
hcGAS lum: Primary biochemical luminescence assay for human cyclic GMP-AMP synthase inhibitors | Q8N884 | hit rate 0.081% among 290,000 | AID 1259398, 2018 | inhibition, % at 12.5 µM | recombinant h-cGAS, ATP depletion, Kinase-Glo luminescence;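 also: 0% = vehicle reaction and 100% = reaction without DNA for no activity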
Target sequence (Q8N884 whole entry, looked up): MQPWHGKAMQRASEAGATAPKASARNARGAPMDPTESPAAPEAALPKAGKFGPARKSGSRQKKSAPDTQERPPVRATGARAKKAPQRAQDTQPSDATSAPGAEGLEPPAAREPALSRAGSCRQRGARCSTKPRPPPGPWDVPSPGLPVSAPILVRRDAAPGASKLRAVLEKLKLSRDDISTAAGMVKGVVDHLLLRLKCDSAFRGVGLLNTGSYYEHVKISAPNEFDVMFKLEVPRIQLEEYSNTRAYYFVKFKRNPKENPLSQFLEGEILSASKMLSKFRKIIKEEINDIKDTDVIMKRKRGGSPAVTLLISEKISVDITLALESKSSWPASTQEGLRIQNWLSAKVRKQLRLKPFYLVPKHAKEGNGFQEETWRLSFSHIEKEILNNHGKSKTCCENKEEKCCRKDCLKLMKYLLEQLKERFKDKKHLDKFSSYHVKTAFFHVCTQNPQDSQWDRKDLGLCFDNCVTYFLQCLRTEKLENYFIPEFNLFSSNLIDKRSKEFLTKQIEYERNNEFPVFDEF
mcGAS inh: cyclic GMP-AMP synthase inhibitors, mouse, primary biochemical chemiluminescence | Q8C6L5 | recombinant cGAS, Kinase-Glo ATP depletion luminescence | inhibition, % at 12.5 µM | hit rate 0.15% among 160,000 | AID 1259399, 2018;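 also: 0% = negative control wells and 100% = reference inhibitor with no enzyme activity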
NPYLR7 ag: agonists of mosquito NPYLR7 receptor, primary screen, cell-based, Aedes aegypti, calcium fluorescence, mosquito biting behavior | Aedes aegypti neuropeptide Y-like receptor 7 (NPYLR7) | HEK293T NPYLR7/Galpha15, GCaMP6s calcium fluorescence | activation, % at 10 µM | hit rate 0.15% among 270,000 | AID 1259423, 2018; in the data active = activation above about 40%;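 also: 0% = vehicle and 100% = reference agonist at the receptor; some compounds past the cut are filed as inactive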
An asterisk follows results filed as active; x = not tested or not shown. Rule as the data show it, unless noted: active = inhibition above about 40%; inactive = the rest. This is a random part of the collection, and some 0.29% of all compounds hit somewhere here.

| SMILES | mcGAS inh | hcGAS lum | NPYLR7 ag |
| --- | --- | --- | --- |
| O=C(Cn1ccn2nc(-c3ccc(Cl)cc3)cc2c1=O)Nc1ccc(F)cc1 | -10 | -8 | 4 |
| O=S(=O)(c1ccccc1Cl)N1CCC(Cc2ccc(C(F)(F)F)cc2)CC1 | -2 | -2 | -4 |
| Cc1ccc(C)c(CN(Cc2ccccc2)Cc2nc(C(=O)O)co2)c1 | -4 | -5 | 10 |
| CC(C)NC(=O)[C@@H]1C[C@@H](N)CN1C(=O)Cc1csc(-c2ccccc2)n1 | -13 | -11 | x |
| Cc1cc(N2CCOCC2)n2nc(C(F)(F)F)c(-c3ccccc3Cl)c2n1 | -6 | -3 | 3 |
| Nc1nc(SCCO)[nH]c(=O)c1NC(=O)c1ccccc1 | -9 | -7 | -3 |
| O=C1NC2(CCN(C(=O)COCc3ccccc3)CC2)Nc2cc(Cl)ccc21 | -7 | -9 | 3 |
| CN(C)CC1(O)CCC2(CCN(C(=O)CCC3CCCC3)CC2)CC1 | -5 | -11 | x |
| Cc1ccc(-c2noc(C(C)N3CCN(CCO)CC3)n2)cc1F (stereo not given) | -4 | -5 | 5 |
| Cn1cc(C(=O)NCc2cccs2)c2n[nH]c(=O)c-2c1 | x | 1 | 0 |
| CN(C(=O)CN1CCOC(Cc2ccc(F)cc2)C1)c1ccccc1 (stereo not given) | -1 | 0 | -3 |
| Cc1cc(N(C)CCn2cnnc2)nc2ccccc12 | x | -5 | 2 |
| COc1ccccc1N(CC(O)CN(c1ccccc1)S(C)(=O)=O)S(=O)(=O)c1ccccc1 (stereo not given) | x | -7 | -5 |
| CO[C@@H]1CN[C@H]2Cc3c(n(CC(N)=O)c4ccccc34)[C@@H]1C2 | -3 | 4 | -1 |
| CC1=C(C(=O)NCCN(CC(C)C)CC(C)C)C2(CCCCC2)OC1=O | -2 | -4 | 6 |
| CN(Cc1ncc[nH]1)C(=O)COc1ccc(F)cc1 | x | 6 | 10 |
| COCC(O)CNC(c1nc(-c2cc(OC)c(OC)c(OC)c2)no1)C(C)C (stereo not given) | 0 | -1 | -9 |
| Cc1ccc(S(=O)(=O)NC(=O)C2(C)CCN2C(=O)Cc2ccc(-c3ccccc3)cc2)nc1 (stereo not given) | x | -6 | 1 |
| CN1CCN(C(CNC(=O)c2cccs2)c2ccc3c(c2)CCN3C)CC1 (stereo not given) | x | -3 | 6 |
| N#CCCN(CCC(F)(F)F)C(=O)C1CC2CCC1C2 (stereo not given) | x | -6 | 5 |
| CC(C)(CNC(=O)C1CCN(S(=O)(=O)c2ccc(F)cc2)CC1)N1CCCCC1 | -3 | 3 | 0 |
| CCn1nc(C)cc1C(=O)Nc1sccc1C(N)=O | 0 | 1 | 7 |
| O=C(Cc1ccccc1)N1CCCC(OCc2ccc(F)cc2F)C1 (stereo not given) | -4 | -4 | -3 |
| CC(=O)NC1C(=O)N(CCOc2ccccc2)c2c(C)cc(C)cc21 (stereo not given) | x | -15 | 0 |
| CC(C)Oc1ccc(CCNC(=O)c2cn(CC3CCCCC3)nn2)cc1 | -11 | -9 | 0 |
| O=C(NC1=NCCS1)c1ccc2snnc2c1 | -1 | -5 | 6 |
| N#Cc1ccccc1Oc1ccc(NC(=O)C2CC=CCC2)cn1 (stereo not given) | x | -6 | 6 |
| N#Cc1cnn(C(=O)Cc2ccccc2Br)c1N | x | 1 | 5 |
| COc1cccc(-c2cc(C(=O)NCc3cccnc3)c3ccccc3n2)c1 | -8 | -3 | 6 |
| CCOc1ccc(C(C2Sc3nc(C)nn3C2=O)N2CCN(C(C)=O)CC2)cc1 (stereo not given) | -6 | -3 | -2 |
| CCOc1ccc(NC(=O)c2cc(=O)c(OC)c[nH]2)cc1 | x | -17 | -6 |
| O=C(Nc1ccc(Cc2ccncc2)cc1)N1CCCC(N2CCCC2)C1 (stereo not given) | x | -2 | -4 |
| CCOC(=O)CCNC(=O)N1CCn2cccc2C1c1ccc(Br)cc1 (stereo not given) | x | -5 | 11 |
| CC(=O)c1cc(C(=O)NC2CCCN(Cc3ccc(Cl)cc3)C2)cs1 (stereo not given) | -10 | -7 | 12 |
| COc1ccc(C(C)=O)cc1CN1C(=O)C(C)ON=C1c1cccc(C(F)(F)F)c1 (stereo not given) | x | 1 | -1 |
| CCSc1nc2c(c(C3CC=CCC3)c1C#N)CCC2 (stereo not given) | -4 | -6 | 6 |
| CCC(=O)N(c1nc(-c2ccc(C)cc2)c(C)s1)c1ccccc1OC | x | -6 | -7 |
| CN(CC(=O)N1CC(=O)Nc2ccccc21)Cc1cccc(F)c1 | x | -2 | -21 |
| C=Cc1ccc(CC2(C)C(=O)Nc3ccc(OC(F)(F)F)cc32)cc1 (stereo not given) | -2 | -1 | 3 |
| C=CCc1cccc2cc(C(=O)NNC(=O)c3ccc(OC)cc3)c(=O)oc12 | 2 | 2 | -7 |

A different layout for some results above:
> CC(C)NC(=O)[C@@H]1C[C@@H](N)CN1C(=O)Cc1csc(-c2ccccc2)n1
  mcGAS inh: -13
  hcGAS lum: -11
  NPYLR7 ag: x

> Cc1cc(N2CCOCC2)n2nc(C(F)(F)F)c(-c3ccccc3Cl)c2n1
  mcGAS inh: -6
  hcGAS lum: -3
  NPYLR7 ag: 3

> Nc1nc(SCCO)[nH]c(=O)c1NC(=O)c1ccccc1
  mcGAS inh: -9
  hcGAS lum: -7
  NPYLR7 ag: -3

> O=C1NC2(CCN(C(=O)COCc3ccccc3)CC2)Nc2cc(Cl)ccc21
  mcGAS inh: -7
  hcGAS lum: -9
  NPYLR7 ag: 3

(more compounds)
| SMILES | mcGAS inh | hcGAS lum | NPYLR7 ag |
| --- | --- | --- | --- |
| Cc1cccc(COCC2CN(C(=O)c3ccccc3)CCO2)c1 (stereo not given) | x | -8 | 24 |
| COC(=O)CN(C)Cc1nc(-c2cccc(Cl)c2)oc1C | x | -8 | 5 |
| O=C(CN(c1ccccc1)S(=O)(=O)c1ccccc1)NC1CCCC1 | x | -3 | 9 |
| CN(C)c1ccc(CCCNC(=O)c2cn[nH]c2C(F)(F)F)cc1 | x | -2 | 9 |
| CCOC(=O)c1sc(NC(=O)Cn2nc(C(F)(F)F)c(Br)c2C)c(C(=O)OCC)c1C | x | 0 | -2 |
| CC1CCCCN1C1CN(C(=O)CCC(=O)Nc2cccc(O)c2)C1 (stereo not given) | x | -7 | 10 |
| COc1ccc(-c2noc(-c3ccc(N(C)Cc4cc(C)no4)nc3)n2)cc1 | -16 | -5 | 11 |
| COc1ccc(-c2nc(CN3CCN(c4cnccn4)CC3)c(C)o2)cc1OC | -6 | -6 | -12 |
| O=C(Nc1nnc(Cc2cccc(F)c2)s1)C1(Cc2ccccc2)CC1 | -13 | -7 | 4 |
| O=C(Cc1coc2cc3c(cc12)CCC3)Nc1cc(F)ccc1F | x | -8 | 1 |
| O=C(NNC(C(=O)NC1CC1)c1ccccc1)c1ccc(F)cc1 (stereo not given) | -9 | -4 | 6 |
| CC(C)(C)c1ccc(COc2coc(CN3CCCN(S(=O)(=O)c4cccc(OC(F)(F)F)c4)CC3)cc2=O)cc1 | -5 | -1 | 8 |
| CCCc1c(O)nc(SCCC(=O)O)[nH]c1=O | x | -3 | -1 |
| Cc1ncc(CO)c(CN2CCCC3(CCC(=O)N(CCN(C)C)C3)C2)c1O (stereo not given) | 2 | 8 | x |
| CC(C)(C)NC(=O)N1CCn2cccc2C1c1cccnc1 (stereo not given) | x | -7 | 13 |
| COCCn1c(=NC(=O)c2nc3ccccc3s2)sc2cc(S(C)(=O)=O)ccc21 | x | 0 | 3 |
| c1ccc(Cc2nnc3sc(-c4ccncc4)nn23)cc1 | x | -4 | 13 |
| COCCN(CC(=O)N(CCc1c[nH]c2ccccc12)Cc1ccc(F)cc1)C(=O)Nc1cccc(C#N)c1 | -5 | -5 | 26 |
| CN(C)c1ccc(CNC(=O)C2(C)Cc3c(-c4cccc(C(N)=O)c4)ccnc3O2)cc1 (stereo not given) | -7 | -7 | -16 |
| CC1CN(S(=O)(=O)C2CCCC2)CC(C)(C)O1 (stereo not given) | x | -18 | 5 |
| CC(C)c1cccc(N2CCN(Cc3cnc(-c4ccco4)nc3)CC2)n1 | x | -3 | 12 |
| CCCN(CC(=O)N(Cc1ccc(F)cc1)Cc1ccco1)C(=O)Nc1ccc(OC)cc1 | -4 | -5 | -4 |
| CCCc1ccc(CN2CCC3(CCC(=O)N(C)CC3)CC2)o1 | 0 | -3 | 0 |
| CCN(CC)c1onc(-c2ccc(F)cc2)c1CN(CCN(C)C)C(=O)c1cccc(OC)c1 | -6 | -5 | 15 |
| CC(C)(C)NC(=O)N1CCN(Cc2c(-c3ccc([N+](=O)[O-])cc3)nc3sccn23)CC1 | -6 | -9 | x |
| O=C(c1ccc(-c2ccn[nH]2)cc1)N1CCC2(CC1)C(=O)Nc1ccccc12 | x | -4 | 5 |
| Ic1cccc(-c2nc(-c3cccnc3)no2)c1 | x | -10 | 11 |
| Cc1sc2nc3n(sc4nc5sc(C)c(C)c5c(=O)n43)c(=O)c2c1C | -3 | -6 | 2 |
| CC(C)c1ccc(S(=O)(=O)N2CCC3(CC2)NC(=O)C2(CCCCC2)N3)cc1 | x | 1 | -4 |
| Cn1nc(C(=O)NCc2cccnc2)c2c1CCN(Cc1ccc3c(c1)Cc1ccccc1-3)C2 | -1 | 1 | 3 |
| Cc1ccsc1C(=O)N1CCC1(C)C(=O)NS(=O)(=O)c1ccccc1 (stereo not given) | x | -9 | 2 |
| Cc1cc(N(C)C)nc(Nc2ccc(NC(=O)c3cccc4ccccc34)cc2)n1 | x | -9 | 6 |
| CCc1oc(C(=O)N2CCOCC(O)C2)cc1CN(CC)CC (stereo not given) | -4 | -7 | x |
| Cc1ccc(-n2ncc3c(C(C)C)nnc(SCC(=O)NCc4ccco4)c32)cc1C | -10 | -10 | -10 |
| O=C(CN(CC1CC1)S(=O)(=O)c1ccc(F)cc1)N1CCc2sccc2C1c1ccc(Cl)cc1Cl (stereo not given) | -5 | -3 | 19 |
| Cc1nc2ncc(-c3ccnc4[nH]ccc34)cc2[nH]1 | x | -3 | -2 |
| Cc1cc(O)c(CN2CCN(CCO)CC2)c2c1C(=O)/C(=C/c1ccc(F)cc1)O2 | -7 | -7 | 15 |
| CC(C)Cc1cc(CNc2nc(-c3cccnc3)nc3c2CCNC3)no1 | x | -2 | -9 |
| CC(C)OCCC1CCCCN1S(=O)(=O)c1cnn(C)c1 (stereo not given) | x | -12 | 9 |
| CC(C)N(CCC(N)=O)CC1CC=CCC1 (stereo not given) | x | -4 | -4 |
| N#Cc1ccc(N2CCN(c3cnccn3)CC2)c(C(F)(F)F)c1 | -11 | -2 | 1 |
| CCCCS(=O)(=O)N1CCN(c2cc(S(=O)(=O)N(C)CCc3ccccc3)ccc2OC)CC1 | -1 | -2 | 2 |
| O=S1CCC(NCC2(N3CCCCC3)CCCCC2)CC1 (stereo not given) | -6 | -13 | x |
| O=C1CCC(C(=O)N2CCCC(CNC(=O)c3ccc(-c4ccccc4)cc3)C2)=NN1 (stereo not given) | x | -7 | 5 |
| Cc1ccc(N2CCN(C(=O)c3ccc(Cl)cc3Cl)C(C)C2=O)c(C)c1 (stereo not given) | -6 | -5 | 1 |
| O=C(COc1cccc2ccccc12)Nc1nccs1 | -7 | -2 | 8 |
| CC(C(=O)Nc1ncccn1)N(C)C1CCCN(c2cccnn2)C1 (stereo not given) | x | -2 | 6 |
| O=C(COC(=O)c1ccccc1COc1ccccc1)NC1CC1 | x | -5 | 8 |
| COc1ccccc1-c1nnc(NC(=O)c2cccc(NS(=O)(=O)c3ccccc3)c2)o1 | x | 3 | 10 |
| Fc1ccc2c(c1)c1nc3ccccc3nc1n2Cc1cc(Cl)cc2c1OCOC2 | -4 | 3 | -5 |
| Cn1c(=O)c2c(nc(CN3CCOCC3)n2Cc2ccccc2Cl)n(C)c1=O | -9 | -7 | 4 |
| CCCCCCCNC(=O)/C(C#N)=N\Nc1nc[nH]c1C(N)=O | x | -5 | -8 |
| CC(C)CCN1CCN(c2nc3c(c(=O)[nH]c(=O)n3C)n2Cc2ccc(Cl)cc2)CC1 | -3 | 0 | 1 |
| CCOc1ccc(Nc2nc(NCC(C)C)nc3c2cnn3-c2ccccc2)cc1 | -1 | 2 | 0 |
| COc1ccc(F)c(CC2(CCC(=O)N(C)Cc3nc4c(s3)CCCC4)CCC(=O)N2)c1 (stereo not given) | -12 | -6 | 2 |
| O=C(CCOc1ccccc1)Nc1ccnn1C1CCN(C2CCSCC2)CC1 | x | -7 | -7 |
| Cn1cc(CC(=O)N2CCN(C(=O)C3CC3)CC2)c2ccccc21 | x | -5 | 8 |
| COCCN1C(=O)[C@H]2CC[C@@H]1CN(S(=O)(=O)c1c(C)nn(C)c1C)C2 | 0 | 3 | x |
| COc1ccc(CNC(=O)c2cnc3ccccc3n2)cc1C(=O)O | x | -1 | 9 |
| CN(C)c1ccc(-c2noc(CCNCC(O)Cc3ccccc3)n2)cc1 (stereo not given) | -4 | -8 | x |

Additional entries
| SMILES | mcGAS inh | hcGAS lum | NPYLR7 ag |
| --- | --- | --- | --- |
| N#Cc1nc2c(S(=O)(=O)c3ccccc3)c(N)n(Cc3ccc4c(c3)OCO4)c2nc1C#N | x | -8 | 1 |
| COc1cccc(Cn2c(=O)c(C(=O)Nc3ccccc3)nn(-c3cccc(OC)c3)c2=O)c1 | -7 | -10 | 9 |
| CC1CCCCN1CCCNC(=O)c1cc(-c2ccccc2Cl)nn1-c1ccc(Cl)cc1 (stereo not given) | -5 | -12 | x |
| Cc1nnc(N2CCN(C(=O)C3COc4ccccc4O3)CC2)c(C#N)c1C (stereo not given) | x | 2 | -5 |
| CCN(CC)C(=O)N(CC)C1CCCCC1 | -1 | 8 | x |
| O=C(c1cc(Cl)ccc1Cl)N1CCC(Cn2ccnc2)CC1 | x | -4 | -1 |
